Screening results (PubChem BioAssay)
UBC9 SUMO inh = inhibitors of in vitro SUMOylation cascade, primary screen, biochemical, HTRF, uHTS. inhibition, % at 35 µM. hit rate 0.36% among 290,000. SUMO-conjugating enzyme UBC9 (Homo sapiens), P63279. HTRF SUMOylation assay, SAE1/SAE2 + UBC9; in the data active = inhibition above about 50%, passing the limit was not always enough; also: strong numbers were not always called active
Target sequence (P63279 whole entry, looked up): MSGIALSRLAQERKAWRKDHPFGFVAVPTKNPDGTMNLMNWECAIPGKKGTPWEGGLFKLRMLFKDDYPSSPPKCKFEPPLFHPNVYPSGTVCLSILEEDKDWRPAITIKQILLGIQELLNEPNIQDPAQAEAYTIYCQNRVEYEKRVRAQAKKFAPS
FID counter = compounds displacing fluorescent DNA intercalator, primary screen, artefact control for HCV NS3 helicase inhibitor project, biochemical, FID fluorescence; DNA fluorescent intercalator displacement; inhibition, % at 7.9 µM; hit rate 0.17% among 290,000; in the data active = inhibition above about 37%;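 also: 0% = vehicle and 100% = reference compound; higher means more ethidium bromide displaced from hairpin DNA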
MEKK2 mut-MEK5 = MEK5 binding signal on mutant MEKK2 PB1, primary screen, biochemical, multiplex bead flow cytometry, Alexa488-MEK5. Alexa488-MEK5 binding to MEKK2 mutant. AID 1530, 2009. hit rate 0.35% among 290,000. percent response, % at 10 µM; in the data active = percent response above about 24%, passing the limit was not always enough; also: inactives centre near 1; some results filed as inactive read as strong as hits
MEKK2 WT-MEK5 = modulators of MEK5 binding to wildtype MEKK2, primary screen, biochemical, multiplex bead flow cytometry, Alexa488-MEK5 | Alexa488-MEK5 binding to MEKK2 WT; actives lie on both sides | binding response (% of control), % at 10 µM | hit rate 1.1% among 290,000; in the data active = binding response below about 67% or above about 130%
VIM-2 inh = VIM-2 metallo-beta-lactamase inhibitors, primary screen, biochemical, epi-absorbance readout, Pseudomonas aeruginosa enzyme. hit rate 0.89% among 290,000. purified VIM-2, nitrocefin hydrolysis, epi-absorbance fluorescence. inhibition, % at 5.6 µM;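 active = inhibition above the mean of all tested compounds plus 3 SD, cutoff set per screening run, cut at about 7.5% in these data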;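 also: red hydrolysis product quenches plate fluorescence so inhibitors raise well fluorescence; 0% = enzyme with DMSO and 100% = DMSO without enzyme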
IMP-1 inh = IMP-1 metallo-beta-lactamase inhibitors, primary screen, biochemical, epi-absorbance readout, Pseudomonas aeruginosa enzyme; purified IMP-1, nitrocefin hydrolysis, epi-absorbance fluorescence; AID 1556, 2009; metallo-beta-lactamase IMP-1 (Pseudomonas aeruginosa); hit rate 0.45% among 290,000; inhibition, % at 5.6 µM;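 active = inhibition above the mean plus 3 SD of all compounds in the same screening run, cut at about 4.5% in these data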;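 also: 0% = IMP-1 with DMSO and 100% = DMSO wells lacking enzyme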
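system = purified recombinant IMP-1 beta-lactamase | amount = 0.2 nM IMP-1, as dispensed | medium = HEPES buffer pH 7.1 with ZnSO4 and Brij 35 | times = 25 °C, 15 min preincubation, 25 min reaction | detection = plate fluorescence quenching by hydrolysis product, ex 480/em 530 nm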
NS3 helicase inh = inhibitors of HCV NS3 helicase, primary screen, biochemical, Cy5 molecular beacon fluorescence; NS3 helicase DNA unwinding; inhibition, % at 10.9 µM; hit rate 0.56% among 290,000; AID 1800, 2009;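 active = inhibition above the mean of all tested compounds plus 3 SD, set per campaign, cut at about 35% in these data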;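 also: 0% = DMSO wells and 100% = thioflavine S control wells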
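Compound dosing – single dose, 10.9 µM nominal final, DMSO 0.8% final · System – NS3 helicase fragment of HCV · Buffer or medium – MOPS pH 6.5, MgCl2, DTT, Tween20, BSA · Signal – Cy5 beacon fluorescence read at start and 1 h · Also added – annealed dual-labelled DNA beacon duplex, ATP-started · Schedule – 1 h at 25 °C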
M18AAP inhibitor = PfM18AAP inhibitors, malaria aminopeptidase, primary screen, biochemical, QFRET, recombinant enzyme; M18 aspartyl aminopeptidase (Plasmodium falciparum 3D7); H-Glu-NHMec fluorogenic cleavage; inhibition, % at 7.35 µM; hit rate 1.2% among 290,000; AID 1822, 2009;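 active = inhibition above the campaign mean inhibition over all tested compounds plus 3 SD, cut at about 28% in these data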;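 also: 0% = plate median of test compound wells and 100% = 2 mM ZnCl2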
NALP1 inh = NALP1 inflammasome inhibitors in reconstituted yeast, colorimetric, S. cerevisiae, triplicate retest; S. cerevisiae NALP1/ASC/caspase-1 growth, X-gal OD620, 72 h; inhibition, % at 10 µM; hit rate 0.61% among 280,000; in the data active = inhibition mostly above about 24%, no sharp cut-off; inactive = mostly below about 32%; also: some compounds called inactive have numbers as strong as hits
* marks the source's active call; other numbers are inactive results; · = not tested or not shown.

SMILES | UBC9 SUMO inh | FID counter | MEKK2 mut-MEK5 | MEKK2 WT-MEK5 | VIM-2 inh | IMP-1 inh | NS3 helicase inh | M18AAP inhibitor | NALP1 inh
Cc1ccc(N2CC(C(=O)N3CCc4ccccc4C3)CC2=O)cc1 (stereo not drawn) | 18 | -30 | -3 | 96 | -4.8 | -3.6 | 2 | 2 | 15
O=c1c2ccccc2cnn1Cc1n[nH]c(=S)n1-c1cc(Cl)cc(Cl)c1 | -2 | -17 | 3 | 104 | -0.7 | -1.5 | 2 | 30* | 2
CCOc1ccc2oc(C(=O)NCC3CCCO3)c(C)c2c1 (stereo not drawn) | 16 | -21 | 3 | 101 | -1.1 | -1.3 | 8 | -4 | 15
O=C(CN1C(=O)C2C3C=CC(C3)C2C1=O)Nc1ccc(F)cc1 (stereo not drawn) | 8 | 3 | · | · | -2.0 | -2.2 | 8 | 4 | -4
CCc1c(O)nc(SCC(=O)Nc2ccccc2)n(C(C)CC)c1=O (stereo not drawn) | 5 | -6 | 4 | 106 | -3.1 | -3.1 | 3 | 2 | 17
O=C(/C=C/c1ccccc1)N1CCN(c2c(Cl)cccc2[N+](=O)[O-])CC1 | 11 | -21 | -3 | 96 | 2.5 | 0.2 | -11 | 15 | 25
O=C(N/N=C(\c1ccccc1)c1ccccn1)c1cccc([N+](=O)[O-])c1 | -16 | -11 | -13 | 95 | -3.4 | -3.8 | -7 | -1 | -15
CCOC(=O)CNS(=O)(=O)c1ccc(S(=O)(=O)NC2CC2)cc1 | 2 | -3 | 4 | 110 | -0.2 | -3.9 | -20 | -7 | 6
CCCCN(C(=O)CCC(=O)Nc1cc(C)on1)C(C(=O)NC1CCCC1)c1ccccc1C (stereo not drawn) | -3 | -52 | 2 | 102 | 0.8 | -1.8 | -13 | 0 | 19
Cc1ccc(NC(=O)c2cccc3cccnc23)cc1 | 2 | -20 | 2 | 98 | 1.1 | -2.7 | -5 | 6 | -1
NC(=S)N/N=C/c1ccc(OC(=O)c2cccnc2)cc1 | · | -3 | 7 | 103 | -5.0 | -0.5 | 4 | 5 | -4
COc1cc2c(cc1NC(=S)Nc1cccc3ccccc13)oc1ccccc12 | 19 | 7 | -3 | 92 | -1.5 | -0.8 | -4 | 10 | 21
CCC(=O)c1ccc(OCC(O)CN2CCN(c3ccccn3)CC2)cc1 (stereo not drawn) | 10 | -9 | 4 | 106 | -0.3 | -4.2 | 2 | 3 | 1
CCN(CC)CCN(C(=O)C1=COCCO1)c1nc2cc3c(cc2s1)OCO3 | -1 | 4 | -1 | 97 | 0.4 | 0.0 | -9 | -11 | -2
Cc1cccc(C2c3[nH]c4ccccc4c3CCN2C(=O)c2ocnc2C)n1 (stereo not drawn) | 4 | -25 | -10 | 95 | -3.5 | -2.0 | -7 | -6 | -7
C=CCOc1ccc2cccc(/C=N/NC(=O)c3cc4cc([N+](=O)[O-])ccc4s3)c2c1 | -7 | 0 | 0 | 91 | -0.3 | -3.2 | 5 | -12 | 17
O=C(CCC1CCCN(Cc2ccncc2)C1)NCc1ccc(F)c(F)c1 (stereo not drawn) | 10 | -1 | 0 | 102 | -0.3 | -2.8 | 5 | -12 | 12
CCOC(=O)N1CCC(NC(=O)CCC(=O)N2CC(C)Oc3ccc(Cl)cc32)CC1 (stereo not drawn) | 11 | -38 | 5 | 99 | -2.9 | -1.6 | -2 | -14 | 15
Cc1ccc(NC(=O)COc2ccccc2)c(NC(=O)c2ccccc2C)c1 | · | -5 | 9 | 98 | -11 | -1.9 | -1 | 5 | ·
Cc1cccc(C)c1NC(=S)NN1CCN(C)CC1 | 3 | -6 | 4 | 111 | -0.2 | -7.5 | 8 | -16 | 25
CSc1nc(=S)n(-c2cc(C)ccc2C)c(C)c1C(C)=O | 9 | -7 | 4 | 105 | -1.9 | -3.7 | -7 | 2 | 0
NC(=O)Cc1nc(-c2ccccc2)cs1 | -9 | 2 | 1 | 100 | -2.2 | -3.6 | -2 | -2 | 12
CCN(CC)S(=O)(=O)c1ccc(Cl)c(NC(=O)c2ccc(C#N)cc2)c1 | -7 | -10 | -1 | 99 | 0.7 | -3.3 | -2 | -3 | 26
COc1ccc(-c2csc(NC(=O)Cc3ccccc3F)n2)c(OC)c1 | -33 | -7 | -4 | 100 | -1.8 | -0.4 | -15 | 2 | 6
Cc1ccc(NC(=O)c2oc3ccccc3c2NC(=O)C2CCCO2)cc1C (stereo not drawn) | -13 | -18 | 6 | 99 | -2.1 | -1.1 | 3 | 3 | -4

Single records, from the list above. Screens in order: UBC9 SUMO inh | FID counter | MEKK2 mut-MEK5 | MEKK2 WT-MEK5 | VIM-2 inh | IMP-1 inh | NS3 helicase inh | M18AAP inhibitor | NALP1 inh
CCOc1ccc2oc(C(=O)NCC3CCCO3)c(C)c2c1 (stereo not drawn) across the screens: 16 | -21 | 3 | 101 | -1.1 | -1.3 | 8 | -4 | 15
NC(=S)N/N=C/c1ccc(OC(=O)c2cccnc2)cc1 across the screens: · | -3 | 7 | 103 | -5.0 | -0.5 | 4 | 5 | -4
COc1ccc(-c2csc(NC(=O)Cc3ccccc3F)n2)c(OC)c1 across the screens: -33 | -7 | -4 | 100 | -1.8 | -0.4 | -15 | 2 | 6
Cc1ccc(NC(=O)COc2ccccc2)c(NC(=O)c2ccccc2C)c1 across the screens: · | -5 | 9 | 98 | -11 | -1.9 | -1 | 5 | ·
CSc1nc(=S)n(-c2cc(C)ccc2C)c(C)c1C(C)=O across the screens: 9 | -7 | 4 | 105 | -1.9 | -3.7 | -7 | 2 | 0

Next section:
SMILES | UBC9 SUMO inh | FID counter | MEKK2 mut-MEK5 | MEKK2 WT-MEK5 | VIM-2 inh | IMP-1 inh | NS3 helicase inh | M18AAP inhibitor | NALP1 inh
O=C(O)/C=C/c1cn(-c2ccccc2)nc1-c1cccc([N+](=O)[O-])c1 | 17 | -22 | 4 | 103 | -3.4 | -2.6 | 11 | 1 | 2
O=C(Nc1ccc(Cl)c([N+](=O)[O-])c1)c1ccco1 | -4 | 0 | 6 | 111 | -1.2 | -0.4 | -3 | 1 | ·
Cc1csc(NC(=O)c2ccc3nc[nH]c3c2)n1 | 10 | 0 | -3 | 95 | -1.9 | -1.0 | 6 | 5 | 23
Nc1ncc(Br)cc1S(=O)(=O)N1CCCCCC1 | · | -6 | 0 | 102 | -1.4 | -1.0 | -2 | -11 | 37
CC1(C)CC(NC(=O)C2CCC(=O)N(C3CC3)C2)CC(C)(C)C1 (stereo not drawn) | 8 | -21 | 1 | 100 | -4.8 | -5.2 | -7 | -3 | 12
COc1cc(OC)cc(-c2nnc(Nc3nc4c(F)cccc4s3)o2)c1 | -45 | 1 | -13 | 86 | -0.1 | -2.2 | 6 | -3 | 4
O=C(CC(=O)Nc1ccccc1[N+](=O)[O-])Nc1ccccc1[N+](=O)[O-] | 5 | 15 | 2 | 105 | 0.1 | -3.4 | -8 | 3 | -3
CC1CN(CCOc2ccccc2-c2ccccc2)CC(C)O1 (stereo not drawn) | -6 | 4 | -1 | 102 | -3.6 | -2.0 | -10 | 2 | 21
COc1ccccc1N(C(=O)c1ccco1)C(C(=O)NC1CCCCC1)c1cc(OC)c(OC)c(OC)c1 (stereo not drawn) | 9 | -36 | 1 | 99 | -1.2 | -0.9 | -5 | 12 | 14
COc1ccc(C(=O)CSc2nnc(NC(=O)C3CC(=O)N(c4cccc(OC)c4)C3)s2)cc1 (stereo not drawn) | 14 | -6 | -1 | 99 | 2.2 | -2.5 | -7 | 0 | 30
Cc1cc(N2CCN(C)CC2)nc2ccc(NC(=O)c3ccc(Br)o3)cc12 | 17 | 32 | 9 | 128 | 0.9 | -2.3 | -24 | 3 | 38*
Cc1ccc(C)c(S(=O)(=O)N2CCN(C(=O)Cn3c(C(F)(F)F)nc4ccccc43)CC2)c1 | 7 | -6 | 9 | 102 | -1.0 | -1.6 | -2 | -4 | 7
CC1(C)CC(NC(=O)CC2CCCCC2)CC(C)(C)N1 | 16 | 4 | 13 | 111 | -0.1 | -2.2 | 3 | -2 | 15
O=C(NC(=S)NCCc1ccccn1)c1ccco1 | 19 | -3 | 1 | 100 | -0.5 | -2.8 | -8 | -11 | -4
O=C(NCc1ccc2c(c1)OCO2)c1ccc(N2C(=O)C3CCCCC3C2=O)cc1 (stereo not drawn) | 5 | -15 | 3 | 101 | -1.9 | -3.1 | -3 | 5 | 0
CC(=O)N(c1ccccc1Cl)S(=O)(=O)c1ccc(Cl)cc1 | -12 | 3 | -4 | 97 | -3.4 | -3.0 | -21 | -3 | -16
CCOCC(=O)Nc1c(C(=O)Nc2ccc(OC)cc2OC)oc2ccccc12 | 38 | 2 | 2 | 101 | -1.5 | -0.4 | -1 | -5 | ·
COc1ccc(N2C(=O)/C(=C/c3ccc([N+](=O)[O-])cc3)C=C2c2ccccc2)cc1 | 3 | -1 | -6 | -10* | -2.8 | -3.4 | 2 | 5 | -1
COc1ccc(NC(=O)CNC(c2ccccc2)c2ccccc2)cc1Cl | -12 | -8 | -5 | 98 | -0.5 | -0.1 | -18 | -12 | 2
CCN(CC)S(=O)(=O)c1ccc(O)c(C(=O)OCC(=O)Nc2cc(C)c(C)cc2[N+](=O)[O-])c1 | 7 | -5 | 2 | 104 | -2.6 | -3.4 | 15 | 5 | 1
Cc1ccc2c(c1)N(CC(=O)NC(C)CCc1ccccc1)C(=O)c1cccnc1O2 (stereo not drawn) | 0 | -37 | 0 | 103 | -2.0 | -0.7 | 6 | 4 | 12
COCCCN(Cc1ccco1)C(=O)Cn1ncc2c(=O)oc3ccc(C)cc3c21 | 0 | -29 | -14 | 102 | -2.6 | -3.0 | -4 | -3 | ·
O=C(NCc1cccnc1)C(=O)NCC1OCCN1S(=O)(=O)c1ccccc1 (stereo not drawn) | 12 | -10 | 8 | 84 | 1.3 | -4.0 | -2 | -9 | 35
COc1cc2c(cc1OC)CN(Cc1cccs1)CC2 | 30 | 10 | -1 | 100 | 0.7 | 0.1 | -5 | -7 | 19
Cc1ccc(C)c(N2CCN(C(=O)CCCN3C(=S)NC(C)(C)CC3C)CC2)c1 (stereo not drawn) | -9 | -35 | 0 | 107 | -2.4 | -3.7 | -15 | 5 | 3
O=C(CN1CCN(CC(=O)Nc2ccccc2Cc2ccccc2)CC1)Nc1ccccc1Cl | 11 | -11 | -8 | 92 | 0.4 | -1.1 | -16 | -7 | 23
Cc1ccc(S(=O)(=O)N/N=C\c2ccc3c(c2)OCO3)cc1 | 24 | 2 | -7 | 85 | -3.2 | -2.8 | 5 | 1 | 15
CCCOC(=O)/C(=C\C=C\c1ccccc1)NC(=O)c1ccccc1 | 7 | -24 | -7 | 90 | 0.9 | -0.2 | -3 | -9 | 9
